# Wnt bcat act: Wnt/beta-catenin pathway activators, primary screen, cell-based, plate reader, single point; Wnt/beta-catenin reporter cell assay, activator; activation, % at 9.35 µM; 1.2% of 300,000 active; AID 743398, 2014; in the data active = activation above about 30%, passing the limit was not always enough;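 note: 0% = neutral control wells and 100% = positive control wells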
# dFosB activator: activators of delta FosB homodimer, primary screen, biochemical, fluorescence polarization, TAMRA-CDK5 oligo, single point. purified delta FosB; percent of positive-control signal above neutral wells. activation, % at 25 µM. 0.99% of 340,000 active. Protein FosB (Mus musculus), P13346;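 active = mean activation above about 17%, with every replicate also reaching it, limit read from the data, passing the limit was not always enough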;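 note: fluorescence polarization rise as delta FosB binds a TAMRA Cdk5 AP-1 oligo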
# Target sequence (P13346 whole entry, looked up): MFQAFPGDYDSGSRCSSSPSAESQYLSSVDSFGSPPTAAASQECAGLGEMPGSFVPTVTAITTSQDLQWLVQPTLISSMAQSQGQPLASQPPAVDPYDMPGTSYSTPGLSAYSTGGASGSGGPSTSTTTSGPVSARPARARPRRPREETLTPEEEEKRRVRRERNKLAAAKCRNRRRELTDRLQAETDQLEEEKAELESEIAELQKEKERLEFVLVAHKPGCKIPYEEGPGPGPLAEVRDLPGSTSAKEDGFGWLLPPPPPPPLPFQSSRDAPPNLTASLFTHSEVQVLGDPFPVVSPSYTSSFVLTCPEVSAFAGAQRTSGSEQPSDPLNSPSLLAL
# HTR5A ag ctr: HTR5A agonists in luminescence cell assay, primary screen, counter-screen for OPRM1-OPRD1 heterodimer agonist project, full-deck HTS. cell-based. activation, % at 9.3 µM. 5-hydroxytryptamine receptor 5A (Homo sapiens), P47898. 0.61% of 340,000 active; in the data active = activation mostly above about 9.5%, no sharp cut-off; inactive = mostly below about 7.6%;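 note: 0% = cells with vehicle only and 100% = reference agonist; strong numbers were not always called active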
# CDK5 p35 inh: inhibitors of human CDK5/p35 kinase, primary screen, biochemical, single concentration; Cyclin-dependent kinase 5 (Homo sapiens) + Cyclin-dependent kinase 5 activator 1 (Homo …; Recombinant CDK5/p35, ADP-Glo luminescence, 60 min; inhibition, % at 10 µM; 0.01% of 330,000 active; AID 488839, 2010;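 active = highest replicate inhibition of at least 50% and at least 75% of replicates reaching 50%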;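 note: plate controls were DMSO neutral control for no effect and GW8510 at 10 µM for full effect; many of its hits are not listed in these tables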
# Target sequence (Q00535 whole entry, looked up): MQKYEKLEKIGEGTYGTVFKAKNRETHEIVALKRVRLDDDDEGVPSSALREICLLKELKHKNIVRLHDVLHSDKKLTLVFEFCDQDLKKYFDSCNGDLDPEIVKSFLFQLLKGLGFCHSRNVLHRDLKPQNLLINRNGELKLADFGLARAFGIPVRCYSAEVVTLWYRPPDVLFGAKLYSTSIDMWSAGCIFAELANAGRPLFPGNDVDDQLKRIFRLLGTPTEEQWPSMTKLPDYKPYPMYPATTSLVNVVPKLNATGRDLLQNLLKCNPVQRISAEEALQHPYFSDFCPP
# Target sequence (Q15078 whole entry, looked up): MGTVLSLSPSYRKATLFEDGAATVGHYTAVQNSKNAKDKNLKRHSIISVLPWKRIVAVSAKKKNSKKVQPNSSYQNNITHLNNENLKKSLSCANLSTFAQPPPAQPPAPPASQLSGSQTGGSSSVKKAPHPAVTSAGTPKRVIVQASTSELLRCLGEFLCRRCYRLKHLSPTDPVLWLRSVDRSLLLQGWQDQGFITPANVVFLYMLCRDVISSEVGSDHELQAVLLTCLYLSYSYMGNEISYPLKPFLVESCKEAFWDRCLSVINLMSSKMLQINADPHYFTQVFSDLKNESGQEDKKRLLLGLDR
# HTR5A inv ag: HTR5A inverse agonists in luminescence cell assay, primary screen, counter-screen for OPRM1-OPRD1 heterodimer inverse agonist project, full-deck HTS; 0.083% of 340,000 active; HTR5A cell line, inverse agonism; inhibition, % at 9.3 µM; 5-hydroxytryptamine receptor 5A (Homo sapiens), P47898; AID 504634, 2011; in the data active = inhibition mostly above about 23%, no sharp cut-off; inactive = mostly below about 18%;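 note: 0% = cells with DMSO and 100% = no-cell wells with DMSO; some compounds called inactive have numbers as strong as hits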
# MITF act: activators of MITF-driven TRPM1 promoter reporter, primary screen, cell-based, SK-MEL-5, luciferase, single point; SK-MEL-5 TRPM1-promoter luciferase, 24 h; % of positive control, neutral wells = 0; activation, % at 12.5 µM; 0.75% of 300,000 active;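 active = mean activation of at least 80% with every replicate also reaching 80%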;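 note: 0% = neutral control wells and 100% = parthenolide positive control wells; values of inactives mirror those of a sister screen read the other way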
# SR-BI HDL uptake: inhibitors of SR-BI mediated HDL lipid uptake, primary screen, ldlA[mSR-BI] cells, fluorescence, single point | Scavenger receptor class B member 1 (Mus musculus), Q61009 | ldlA[mSR-BI] CHO cells, DiI-HDL uptake fluorescence, 3 h | inhibition, % at 12.5 µM | 0.96% of 320,000 active | AID 488896, 2010;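 active = mean replicate inhibition of at least 70% and a set share of replicates each scoring 70 or more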;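 note: 0% = median of neutral control wells and 100% = median of positive control wells; values of inactives mirror those of a sister screen read the other way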
# NSD2 inh: NSD2 histone methyltransferase inhibitors, primary screen, biochemical, AlphaScreen, single concentration, set 2; Histone-lysine N-methyltransferase NSD2 (Homo sapiens), O96028; NSD2 peptide methylation, 120 min; inhibition, % at 12.5 µM; 0.54% of 310,000 active; in the data active = inhibition above about 50%
# V-ATPase pHluor: regulators of yeast V-ATPase proton pumping, primary screen, pHLuorin cytosolic pH fluorescence | S. cerevisiae | response, % at 10 µM | 0.37% of 350,000 active; in the data active = response mostly above about 7.3%, no sharp cut-off; inactive = mostly below about 5.4%; note: actives read high; inactives centre near 0; some compounds called inactive have numbers as strong as hits; reference of the scale not given here
# PvdQ inh: P. aeruginosa PvdQ acylase inhibitors, primary screen, biochemical, fluorescence, plate reader and imaging, single point; inhibition, % at 10 µM; 0.063% of 340,000 active; purified PvdQ acylase; in the data active = inhibition above about 30%, passing the limit was not always enough;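 note: 0% = vehicle neutral wells and 100% = reference inhibitor wells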
# Active calls of the source: *; · = not tested or not shown.
# Below each SMILES: NSD2 inh	Wnt bcat act	MITF act	HTR5A inv ag	V-ATPase pHluor	PvdQ inh	SR-BI HDL uptake	dFosB activator	HTR5A ag ctr	CDK5 p35 inh
COc1ccc(S(=O)(=O)N(C)C[C@H]2Oc3c(NC(=O)C4CCCCC4)cccc3C(=O)N([C@H](C)CO)C[C@@H]2C)cc1
  ·	13.8	-10.3	4.7	1.6	-7.4	-18.2	-10.4	2.8	-2.4
CCOC(=O)c1cc2c(=O)n3ccccc3nc2n(CCCOC)c1=NC(=O)c1ccncc1
  2.5	0.5	11.1	-24.9	-2.8	-23.8	-27.4	0.4	1.5	-0.2
CC1=C(C)CC(C(=O)NC2CCCC2)C(C(=O)O)C1 (stereo not drawn)
  -0.3	-0.3	4.5	-14.0	-3.6	-4.9	-14.4	-4.9	3.8	0.6
C[C@@H](NC(=O)c1nc[nH]c1C(=O)NCc1ccc(CNC(=O)OC(C)(C)C)cc1)c1ccccc1
  ·	-3.7	-5.7	-18.7	2.7	0.7	27.0	-6.5	3.4	-0.7
CCOc1cc(C(=O)OCC(=O)Nc2ccc(F)cc2Cl)ccc1OCC(=O)N1CCOCC1
  -0.1	-3.0	-2.4	1.9	-3.9	-16.9	24.0	-4.9	-1.1	-2.3
CCOP(=O)(OCC)c1ccc2ccc3ccccc3c(=O)c2c1
  ·	2.4	5.6	-34.8	-0.3	8.6	37.8	-7.9	1.1	-0.5
COc1ccccc1N1CCN(C(=O)CSc2ccc3c(C)cc(C)nc3n2)CC1
  2.6	·	-7.8	8.4	1.4	-2.9	37.8	-7.0	-1.4	-0.4
CCC(C(=O)NCc1ccco1)N(C(=O)CNS(=O)(=O)c1ccccc1)c1ccccc1C (stereo not drawn)
  -0.2	-2.1	0.4	2.5	-1.0	-2.6	-3.5	0.3	-0.9	-0.4
Cc1cc(NC(=O)/C(C#N)=C\c2ccc(-c3ccc(SC(F)F)cc3)o2)n(-c2ccccc2)n1
  22.7	2.4	4.3	3.2	-100.3	-15.0	67.7	-11.4	-0.8	-0.4
Cc1ccc(S(=O)(=O)/N=C(/Nc2c(C)cccc2C)c2ccccc2)cc1
  -7.7	-0.3	2.8	0.8	-1.7	-1.9	12.1	-3.7	-0.3	-1.1
c1ccc2c(C[C@@H]3CNCCN3CCC34CC5CC(CC(C5)C3)C4)cccc2c1
  ·	-3.4	·	-36.6	-1.0	1.6	-4.5	1.8	12.5	0.3
O=C1[C@H]2CC3C=CC2(O3)[C@@H]2OCCCN12 (stereo partly drawn)
  ·	-2.3	14.7	6.9	-1.6	1.0	16.1	-4.3	-2.6	-1.0
COc1ccc(Cl)cc1NC(=O)CCN1C(=O)C2C3CCC(C3)C2C1=O (stereo not drawn)
  1.8	-0.9	-2.3	-9.2	5.1	-15.6	30.5	-3.5	9.9	0.6
COc1ccc(-c2nnc(SCC(=O)NC(=O)NCc3ccccc3)o2)cc1
  -1.5	·	2.5	-11.3	0.6	-13.5	-15.9	8.0	4.5	1.0
CCOC(=O)c1[nH]c2ccc(OC)cc2c1NC(=O)CCN1CCSCC1
  -5.6	-2.0	-2.8	10.5	-1.9	-18.6	-36.5	-0.4	-4.0	2.7
N#Cc1cc2c(nc1SCC1COc3ccccc3O1)CCC2 (stereo not drawn)
  -4.7	·	110.5*	9.8	-4.4	-4.9	7.4	-1.2	-3.9	-0.3
O=C(CCN1C(=O)CSC1=O)Nc1ccccc1
  ·	-1.2	·	-12.3	0.5	-14.7	-39.2	6.0	10.3	0.6
O=C(c1ccco1)N1CCC(c2nc(-c3ccccc3Cl)no2)CC1
  -0.7	·	-1.6	-8.0	6.1	-4.1	-14.7	-9.2	4.1	0.1
CCCn1c(SCC(=O)Nc2cccnc2Cl)n[nH]c1=O
  -1.3	1.0	7.6	18.2	0.5	-5.9	-13.2	-1.0	0.4	-3.1
COc1ccc(C(C(=O)NC2CCCC2)N(C(=O)CNC(=O)c2ccco2)c2cccnc2)cc1 (stereo not drawn)
  -4.5	-2.4	6.8	-9.2	-1.6	-10.4	-12.1	-14.3	-2.2	-0.8
Cc1cccc(N2CC(C(=O)Nc3nnc(SCC(=O)Nc4cc(C)on4)s3)CC2=O)c1 (stereo not drawn)
  18.5	-2.5	-7.5	0.7	-5.5	-0.4	-29.9	-5.9	-0.3	0.2
CCOc1ccc(C(=O)NCc2ccncc2)cc1OCC
  0.4	·	-0.5	-20.8	3.2	-18.4	-4.4	2.7	-4.7	1.1
Cc1ccnc(NS(=O)(=O)c2ccc(NC(=O)c3ccc(S(=O)(=O)N4CCCC4)cc3)cc2)n1
  1.4	0.8	-4.4	-11.8	0.4	4.7	-17.5	-4.2	4.9	0.6
CCOc1ccc2[nH]c3c(NCCc4ccc(OC)c(OC)c4)ncnc3c2c1
  -2.9	-3.1	-25.1	30.0	4.8	-21.9	35.9	4.2	-6.0	1.0
COC(C(=O)Nc1ccnn1C1CCN(Cc2ccc(Cl)s2)CC1)c1ccccc1 (stereo not drawn)
  18.8	1.2	-6.2	3.0	-1.2	-8.1	-6.3	-11.6	-0.8	-2.6
O=C(Cc1ccc(S(=O)(=O)N2CCOCC2)s1)Nc1ccccc1N1CCOCC1
  -0.2	-2.8	-7.5	31.9	6.0	-6.2	17.6	2.7	0.7	-0.4
CC(C)(O)C#Cc1ccc(CN2CCN(Cc3ccccc3)C(CCO)C2)s1 (stereo not drawn)
  -5.1	-1.5	-7.2	11.8	-1.3	-27.4	11.0	-9.6	-4.1	-0.7
Cc1csc(SCC(=O)Nc2cccc(C)c2C)n1
  -1.1	3.7	10.5	-4.1	-1.2	-6.8	9.0	3.8	1.6	0.0
O=C(O)c1ccc(N/N=C/c2cn(-c3ccccc3)nc2-c2cccs2)cc1
  ·	5.1	68.0	1.6	8.2	-2.6	·	-10.5	-0.7	1.0
COc1ccc(S(=O)(=O)Nc2ccc3c(c2)C(=O)N([C@H](C)CO)C[C@H](C)[C@@H](CN(C)S(=O)(=O)c2ccccc2)O3)cc1
  ·	0.6	-3.1	-8.7	1.7	-11.2	23.0	-8.7	3.0	-1.3
NC(=O)c1ccc(NC(=O)COC(=O)/C=C/c2ccc(Br)o2)cc1
  -0.2	-1.5	-0.1	11.5	2.2	-9.3	18.2	-6.7	-4.7	-2.7
O=C(COc1ccccc1)NCC(=O)N/N=C/c1cc(Br)ccc1OCc1ccccc1
  -28.9	-2.2	0.1	-13.7	4.9	10.2	59.1	-9.0	12.1	-0.9
Cc1noc(/C=C/N(C)C)c1S(=O)(=O)N1CCCC(C(=O)N2CCCCC2)C1 (stereo not drawn)
  ·	-1.3	·	-3.7	-2.8	-2.8	-13.5	-6.8	4.9	-6.7
COc1cc(/C=C2\C(=N)N3N=C(S(C)(=O)=O)SC3=NC2=O)ccc1OCCOc1ccc(C)cc1
  5.6	0.5	21.6	-0.7	6.1	-17.7	-3.4	-10.4	0.2	2.0
Cc1ccc2c(c1)NC(=O)C(CC(=O)NCCCN1CCCC1)O2 (stereo not drawn)
  ·	-3.0	·	15.2	-0.1	-14.4	-13.1	-15.8	-5.5	1.4
O=C(CN1C(=O)c2ccccc2C1=O)N1CCOCC1
  -1.4	-2.5	·	3.5	1.4	-8.8	-4.4	2.7	-0.6	0.1
COc1ccc(NC(=O)COC(=O)[C@@H](NC(=O)c2c(F)cccc2F)C(C)C)cc1
  -1.8	-1.5	-11.8	-0.2	-0.4	-1.5	4.7	-3.4	-3.8	0.8
N#Cc1cccc(CSc2nnc(CCCO)n2-c2ccccc2)c1
  -0.4	·	20.8	11.9	1.3	-5.4	1.7	-0.4	-0.9	·
O=C(NC(Cc1ccc(O)cc1)C(=O)O)c1ccc2c(c1)OCO2 (stereo not drawn)
  -0.9	0.8	-8.1	6.5	1.2	-22.0	-7.9	2.3	-2.6	-4.7
COCC(C)NCc1cccc(C)c1 (stereo not drawn)
  -30.3	·	-9.0	-17.5	0.6	-12.1	·	-5.5	-0.1	0.1
O=C(CN1CCCCC1)Nc1nc(-c2ccccc2)cs1
  -2.0	9.3	36.1	13.9	-0.3	-0.3	11.7	-7.0	-3.7	-0.9
CC(C)(C)n1nnnc1C(c1cc2cc3c(cc2[nH]c1=O)OCCO3)N1CCSCC1 (stereo not drawn)
  1.1	·	4.0	7.0	1.9	-10.9	-4.0	-7.8	-3.0	1.2
CC(C)Oc1cccc(C(=O)NC(=S)Nc2ccc(N3CCN(C)CC3)cc2)c1
  12.7	0.3	22.7	-4.2	0.3	8.7	18.8	-6.1	1.6	1.2
Cc1cccc(C)c1NC(=O)CNC(=O)Cc1ccccc1[N+](=O)[O-]
  12.3	0.1	-0.9	-4.1	0.3	-9.3	-16.1	-4.3	1.7	0.7
NC(=O)c1ccccc1NC(=S)NC(=O)CCc1ccccc1
  -1.4	·	-24.0	-27.1	-0.2	-2.3	-6.2	7.8	-3.4	-1.1
Cc1ccccc1-c1nc(CN2CCCC2c2ccc(F)cc2)c(C)o1 (stereo not drawn)
  -2.6	-1.1	-17.2	-6.6	12.8	4.7	-3.7	-1.3	2.5	1.5
Cn1c(N)c(C(=O)COC(=O)c2nc(Cl)ccc2Cl)c(=O)n(C)c1=O
  ·	-1.5	-3.3	9.0	-3.4	-2.9	4.4	-1.4	-3.3	0.6
CC(=O)c1ccc(N2CCN(S(=O)(=O)c3c(C(=O)N4CCCCC4)c(C)n(C)c3C)CC2)cc1
  1.2	2.0	13.2	6.4	2.7	12.5	-5.5	-9.9	1.2	-0.4
COC(=O)CCCC1=CC2=C(c3ccccc3)C(=O)C(C)(OC(=O)C3CCCC3)C(=O)C2=CN1CCc1ccccn1 (stereo not drawn)
  ·	2.7	-9.5	-12.5	-0.6	10.8	-6.2	4.3	-2.1	1.1
CCOC(=O)c1ccccc1NC(=O)COC(=O)C1CC(=O)N(CCc2ccccc2)C1 (stereo not drawn)
  2.4	-1.7	1.4	-13.2	2.5	-14.6	-21.0	-6.7	1.9	-2.8
C[C@@H](Nc1nc(-c2ccccc2)nc2c1oc1ccccc12)C(=O)O
  2.2	-2.4	-30.7	-8.2	-3.8	-6.0	-28.9	-5.4	-2.3	-0.9
CCCN1/C(=C(/C#N)C2=NS(=O)(=O)c3ccccc32)N(C)c2ccccc21
  -4.6	-3.4	-7.4	14.0	2.6	-7.2	38.9	-9.2	-5.3	-8.2
C=CCn1c(SCC(=O)Nc2ccc3c(c2)OCO3)nnc1-c1ccccc1
  -1.4	0.4	0.4	-24.6	-2.6	8.2	·	-5.0	9.8	0.0
